bCat nuc transl: beta-catenin nuclear translocation modulation; HeLa beta-catenin nuclear translocation, immunofluorescence imaging; nuclear translocation activity, % at 5 µM; 190,000 tested, 0.3% active; AID 1665;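 active = nuclear translocation activity above 50% at 5 µM, with a well cell count of 50 or more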;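 also: per-cell ratio of nuclear to cytoplasmic median beta-catenin stain intensity; plate controls were DMSO negative control for no effect and GSK-3 inhibitor IX positive control for full effect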
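System: HeLa cells, endogenous beta-catenin; compound dosing: 5 µM primary single dose, 0.1% DMSO, 0.02–20 µM confirmation series; incubation: 24 h compound exposure at 37°C, 5% CO2; signal: beta-catenin immunofluorescence imaging with DAPI; evaluation: % activation, nuclear-to-cytoplasmic median beta-catenin signal ratio per cell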
T cell HTS: T cell immune modulators affecting CD8 T cell-vesicle binding. 2C CD8+ T cell-vesicle binding, flow cytometry; hits give low values. calls only at 7 µM. 330,000 tested, 0.068% active. AID 2052;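 active = response, share of CD8 T cells binding vesicles, and their 90th percentile fluorescence all below set limits, cut at about 80% in these data, passing the limit was not always enough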
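Material: murine 2C transgenic CD8+ T lymphocytes / Also added: QL9-peptide-loaded Drosophila micro-vesicles bearing Ld, ICAM-1 and B7-1 / Schedule: binding step 1.5 h, 37 °C, antibody labelling 20 min, ice / Signal: flow cytometry, PE anti-B7-1 (FL2) versus Alexa647 anti-CD8 (FL8), PFA-fixed / Evaluation: percent CD8+ FL2 mean versus row control / Benchmarks: naked versus QL9-loaded vesicles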
Hep lipid drop: hepatic lipid droplet formation modulation; AML12 mouse hepatocytes, oleate lipid droplets, BODIPY imaging; inhibition, % at 6.5 µM; 240,000 tested, 0.4% active; AID 1656;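 active = lipid droplet intensity inhibited by at least 50%, with more than 500 cells counted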
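Material: mouse AML12 hepatocyte cell line, fixed after treatment; Timing: compound with oleate, overnight; Technique: high-content imaging of BODIPY-stained droplets and DAPI nuclei; Probe or stimulus: oleate, 100 µM final; Dosing: compound at 6.5 µM only.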
Hep lipid drop cells 6.5 µM: second read-out of Hep lipid drop, no call of its own (marks repeat the call); cell count; measured here: cell count, cytotoxicity flag;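 cells counted across two imaged fields per well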
bCat nuc transl cell count 5 µM: recorded beside bCat nuc transl, whose call it bears; cell count; measured here: cell count, cytotoxicity flag
T cell HTS vesicle-bound %: second read-out of T cell HTS, no call of its own (marks repeat the call); double positive events, %; measured here: CD8+ vesicle-bound cell fraction;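 binding gate set so that unloaded-vesicle control wells show 10% double positive cells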
* = called active by the depositor; i = inactive. The list is partial; count on the stated rates, not on these rows.

SMILES	bCat nuc transl	bCat nuc transl cell count 5 µM	T cell HTS	T cell HTS vesicle-bound %	Hep lipid drop	Hep lipid drop cells 6.5 µM
Cc1ccc(SC[C@H](c2ccccc2)N2CCN(CCc3ccccc3)CCC2=O)cc1	0.3	1076	i	48	-11	659
CCn1cc(C(=O)O)c(=O)c2cnc(N3CCN(C(=S)NC(=O)c4ccc(Cl)cc4)CC3)nc21	0.2	1318	i	53	-33	481
COC(=O)c1c(C)oc(C)c1S(=O)(=O)NCc1ccc(Cl)cc1Cl	-0.6	1338	i	30	-8	740
CCCCN1Cc2c(nc3cc(-c4ccco4)[nH]n3c2=O)C1=O	0.7	987	i	25	-4	686
Cc1ccc(C(=O)NCCN2CCNC2=O)cc1	0.0	922	i	58	-3	775
O=C(O)CC1(CC(=O)NCc2ccc(C(F)(F)F)cc2)CCCCC1	-3.5	1178	i	22	15	727
CCOC(=O)Cc1csc(NS(=O)(=O)c2ccc(C(F)(F)F)cc2)n1	-3.7	1223	i	21	-4	737
Cc1cc(/C=C2\C(=N)N3N=CSC3=NC2=O)c(C)n1Cc1ccccc1	-0.9	1398	i	25	15	712
CC(C)(C)c1cc(C(=O)NNC(=O)Nc2ccccc2)n(Cc2ccccc2)n1	4.0	927	i	38	-5	727
COc1ccc(-c2ccc(OC)c([C@H]3[C@H]4C=CC[C@@H](C)[C@@H]4C(=O)N3Cc3ccccc3)c2)cc1OC	-0.5	1056	i	21	-40	696
O=C1N=C(N2CCN(Cc3ccccc3)CC2)S/C1=C/c1cccs1	-1.7	1349	i	29	-4	713
O=C(COc1ccc(Br)cc1)Nc1nnc(-c2cccnc2)s1	-0.4	1377	i	31	11	764
COc1ccccc1/C=C/C=N/NC(=O)c1ccco1	-0.7	1350	i	21	-12	693
O=C(N/N=C/C=C/c1ccccc1)c1cccnc1	-0.3	1296	i	30	1	783
Cn1c(=O)c(N)c2c3c(c(Br)ccc31)C(=O)c1ccccc1-2	2.5	1005	i	62	-13	657
COc1cc(O)c(C(CC(=O)N2CCCCC2)c2cc(OC)c(OC)c(OC)c2)c(OC)c1 (stereo unspecified)	2.4	1059	i	43	-2	752
COc1ccccc1N1N=C(C(=O)c2ccccc2)C2C(=O)N(c3ccc(Br)cc3)C(=O)C21 (stereo unspecified)	-0.6	1296	i	47	-50	712
CC(=O)c1csc(CS(=O)(=O)c2ccccn2)n1	-0.9	1328	i	9	6	781
COc1cc(/C=C(\C#N)C(=O)Nc2ccc3c(c2)OCCO3)ccc1O	-0.7	1282	i	43	3	728
CCN(CCNC(=O)C1=C(C)C(=O)OC12CCC(C)CC2)c1ccccc1 (stereo unspecified)	-0.8	1316	i	26	5	703
COc1ccc(/C=N/n2cnnc2)cc1Br	4.5	1067	i	34	4	738
Cc1cc(C)nc(NC(=O)CSc2nn(-c3ccccc3)c(=S)s2)n1	1.2	1295	i	25	1	641
CCn1nc(C)c(Br)c1-c1nc(-c2ccc(C)cc2)no1	-1.3	1147	i	31	-7	713
C=C1C(=O)C=C[C@]2(C)C[C@@H]3OC(=O)[C@](C)(O)[C@H]3C[C@@H]12	-0.8	1195	i	32	-23	605
Cc1cc(N=Nc2ccccc2C(=O)O)c(C)c(C)c1O	-0.1	1286	i	54	-5	696
O=C1C(=O)N(Cc2ccco2)C(c2cccs2)/C1=C(\O)c1cccc([N+](=O)[O-])c1 (stereo unspecified)	0.0	1330	i	33	1	738
O=C(N/N=C/c1cc([N+](=O)[O-])ccc1O)c1cccc2cc[nH]c12	-0.4	942	i	28	0	702
Oc1cccc(/C=N/Nc2nn3cnnc3c3ccccc23)c1	-0.7	1326	i	25	2	677
O=C1C2C(c3ccccc3)CC=CC2[C@H](c2ccc3ccccc3c2)N1Cc1ccccc1 (stereo partly specified)	-1.5	1102	i	59	-14	679
COc1ccc(-c2ccc(N(C)C)cc2)cc1[C@H]1[C@H]2C=CC[C@@H](C)[C@@H]2C(=O)N1Cc1ccccc1	0.4	1141	i	42	11	726

Reformatted with bars between the fields: part of the list above.
molecule | bCat nuc transl | bCat nuc transl cell count 5 µM | T cell HTS | T cell HTS vesicle-bound % | Hep lipid drop | Hep lipid drop cells 6.5 µM
O=C(COc1ccc(Br)cc1)Nc1nnc(-c2cccnc2)s1 | -0.4 | 1377 | i | 31 | 11 | 764
COc1ccccc1/C=C/C=N/NC(=O)c1ccco1 | -0.7 | 1350 | i | 21 | -12 | 693
O=C(N/N=C/C=C/c1ccccc1)c1cccnc1 | -0.3 | 1296 | i | 30 | 1 | 783
Cn1c(=O)c(N)c2c3c(c(Br)ccc31)C(=O)c1ccccc1-2 | 2.5 | 1005 | i | 62 | -13 | 657
COc1cc(O)c(C(CC(=O)N2CCCCC2)c2cc(OC)c(OC)c(OC)c2)c(OC)c1 (stereo unspecified) | 2.4 | 1059 | i | 43 | -2 | 752
COc1ccccc1N1N=C(C(=O)c2ccccc2)C2C(=O)N(c3ccc(Br)cc3)C(=O)C21 (stereo unspecified) | -0.6 | 1296 | i | 47 | -50 | 712
CC(=O)c1csc(CS(=O)(=O)c2ccccn2)n1 | -0.9 | 1328 | i | 9 | 6 | 781
COc1cc(/C=C(\C#N)C(=O)Nc2ccc3c(c2)OCCO3)ccc1O | -0.7 | 1282 | i | 43 | 3 | 728
CCN(CCNC(=O)C1=C(C)C(=O)OC12CCC(C)CC2)c1ccccc1 (stereo unspecified) | -0.8 | 1316 | i | 26 | 5 | 703
COc1ccc(/C=N/n2cnnc2)cc1Br | 4.5 | 1067 | i | 34 | 4 | 738
Cc1cc(C)nc(NC(=O)CSc2nn(-c3ccccc3)c(=S)s2)n1 | 1.2 | 1295 | i | 25 | 1 | 641
CCn1nc(C)c(Br)c1-c1nc(-c2ccc(C)cc2)no1 | -1.3 | 1147 | i | 31 | -7 | 713
C=C1C(=O)C=C[C@]2(C)C[C@@H]3OC(=O)[C@](C)(O)[C@H]3C[C@@H]12 | -0.8 | 1195 | i | 32 | -23 | 605
Cc1cc(N=Nc2ccccc2C(=O)O)c(C)c(C)c1O | -0.1 | 1286 | i | 54 | -5 | 696
O=C1C(=O)N(Cc2ccco2)C(c2cccs2)/C1=C(\O)c1cccc([N+](=O)[O-])c1 (stereo unspecified) | 0.0 | 1330 | i | 33 | 1 | 738
O=C(N/N=C/c1cc([N+](=O)[O-])ccc1O)c1cccc2cc[nH]c12 | -0.4 | 942 | i | 28 | 0 | 702

(next part)
SMILES	bCat nuc transl	bCat nuc transl cell count 5 µM	T cell HTS	T cell HTS vesicle-bound %	Hep lipid drop	Hep lipid drop cells 6.5 µM
O=[N+]([O-])c1ccc2c(c1Nc1ccccc1Cl)=NC1(CCCCC1)N=2	-1.4	1343	i	24	-7	697
COc1ccc(C(CCN2CCN(c3ccccc3)CC2)c2c(O)cc(OC)cc2OC)cc1 (stereo unspecified)	-1.9	1179	i	36	-3	625
CC1c2ccccc2N(NC(=O)Cc2ccccc2)C1C (stereo unspecified)	-0.8	1358	i	31	-15	617
CCN(CC)C(=O)Oc1nnc(SC(C)C)n1-c1ccc(Cl)c(Cl)c1	-0.8	1320	i	10	-47	445
O=C(O)C(C/C(=N/O)c1ccc(Br)cc1)P(=O)(c1ccccc1)c1ccccc1 (stereo unspecified)	-1.7	1330	i	34	8	734
CCCN1CN=C(Nc2nc3ccccc3o2)NC1	-0.6	1318	i	10	-2	734
O=C(NC(=S)Nc1ccc(CN2CCOCC2)cc1)c1ccc(-c2ccc(Cl)cc2)o1	1.0	1272	i	48	1	658
N#C/C(=C\c1ccc(-c2nc3ccccc3s2)o1)C(N)=O	0.2	1273	i	27	21	704
NC1=NC[C@@H](Cc2ccc(O)cc2)N1CCc1cccc2ccccc12	-1.8	1051	i	9	17	656
CCOC(=O)c1cc(C#N)c(N2CCN(C(=O)c3ccccc3)CC2)nc1C(F)(F)F	-4.4	1159	i	15	-13	709
COCCCNc1ncnc2c1sc1nc(-c3ccco3)c3c(c12)CC(C)(C)OC3	-0.5	1309	i	14	-12	704
Cc1cccc(N(CC(=O)N/N=C/c2ccccc2C(=O)O)S(C)(=O)=O)c1C	-0.1	1335	i	55	-19	708
CN1CCN(c2ccc(CNS(=O)(=O)Cc3ccc(Cl)cc3)cc2)CC1	1.9	1048	i	52	-30	721
Cn1c2c(c(=O)n(C)c1=O)C(c1ccccc1Cl)C(C#N)=C(N)O2 (stereo unspecified)	-0.1	1323	i	44	8	807
CCOC(=O)C1=C(c2ccc(OC)cc2)OC(N)=C(C#N)C1c1cccnc1 (stereo unspecified)	1.4	1327	i	40	1	753
CCCN1C(=O)S/C(=C/c2ccc(N3CCOCC3)o2)C1=O	-1.5	1304	i	22	7	714
Cc1cc(C(=O)N/N=C/c2c(C)nn(-c3ccccc3)c2C)c(C)o1	0.4	1286	i	30	2	700
Cc1n[nH]c(C)c1CCC(=O)N/N=C/c1c[nH]c2ccccc12	0.3	1255	i	10	38	657
Cc1ccc2oc(=O)c(/C=C(\O)c3cccs3)nc2c1	1.5	1361	i	42	-12	591
O=C(COC(=O)c1cc(NS(=O)(=O)c2cccs2)ccc1O)Nc1ccccc1	-1.0	1354	i	47	4	716
CNc1nnc(C(F)(F)F)s1	-0.4	1347	i	17	23	651
N=c1ccn2c(n1)OC1C(O)C(CO)OC12 (stereo unspecified)	-1.2	884	i	20	-31	577
CCOC(=O)c1sc(=S)n(-c2ccc(OC)cc2)c1C	0.6	1339	i	23	1	746
OC(CNC1Cc2ccccc2C1)COc1ccc(F)cc1 (stereo unspecified)	0.0	1373	i	24	2	698
C[C@@H]1CC=C[C@H]2[C@H]1C(=O)N(Cc1ccccc1)[C@H]2c1ccc(F)c(/C=C/c2ccccc2)c1	-1.9	1152	i	37	0	776
COc1cc(O)c(C(CCN2CCOCC2)c2cc(OC)c(OC)c(OC)c2)c(OC)c1 (stereo unspecified)	-0.1	1206	i	42	47	737
CC(=O)N=c1c(C#N)cc2c(=O)n3ccccc3nc2n1CCCOC(C)C	-0.9	1380	i	22	-1	755
NC(=O)NC(=O)COC(=O)c1cccnc1Nc1ccccc1F	-1.1	1384	i	21	0	718
COc1ccc([N+](=O)[O-])c(OC)c1C(=O)Nc1ccc(F)cc1F	-1.1	1264	i	4	4	751
NC(=O)c1ccccc1Nc1nc2nc3ccccc3c(=O)n2cc1Br	17	1318	i	28	0	711
CCn1cc(C(=O)O)c(=O)c2cnc(N3CCN(C(=S)Nc4ccccc4C(F)(F)F)CC3)nc21	0.6	1317	i	26	44	778
O=C(/C=C/c1ccccc1)N(Cc1ccc(Cl)cc1)C1CCS(=O)(=O)C1 (stereo unspecified)	0.0	1369	i	29	23	708
Cn1nccc1NC(=O)NC(=O)c1c(Cl)cccc1Cl	1.3	1308	i	48	26	691
COc1ccc2c(c1)[nH]c1c(=O)n(Cc3ccncc3)cnc12	-1.6	1339	i	45	1	695
NNC(=O)C(=O)/C=C1\NC2(CCCC2)Cc2ccccc21	-1.6	1324	i	22	1	767
S=C1NCN(C2CCCCC2)CN1CCc1ccccc1	-0.8	1077	i	58	-1	731
O=C1NC(=Nc2ccc(F)cc2)SC1Cc1ccc(F)cc1 (stereo unspecified)	0.7	1320	i	34	-1	711
COc1ccc(/C=C(/NC(=O)/C=C/c2ccccc2)C(=O)NCCCCCC(=O)O)cc1	-1.5	1221	i	45	1	647
COc1ccc(N(Cc2cc3cccc(C)c3[nH]c2=O)C(=O)C2CCCO2)cc1 (stereo unspecified)	-0.5	1331	i	29	14	693
CS(=O)(=O)Nc1nc2n(n1)C(c1ccccc1)CC(c1ccccc1)N2 (stereo unspecified)	0.8	1318	i	36	25	660
CC(=O)c1csc(COc2ccc(Cl)cc2)n1	-0.9	1167	i	21	4	713
O=S(=O)([N-]c1nc2ccccc2nc1-[n+]1ccc(CCCc2ccccc2)cc1)c1cccs1	4.8	1246	i	23	-13	780
O=C(O)CC1(CC(=O)NCc2ccccn2)CCCCC1	-1.4	1232	i	36	-10	733
CC(C)C[C@@H](CSc1ccc(Br)cc1)N1CCN(C)CCC1=O	1.3	1064	i	52	8	706
Cc1ccc2occ(/C=N/NC(=O)[C@@H](N)Cc3ccccc3)c(=O)c2c1	1.1	1237	i	42	5	658
Cc1ccc(C(=O)N/N=C\c2ccc(-c3ccc(Cl)c(Cl)c3)o2)cn1	14	781	i	24	-5	618
CCC(=O)N1CCCc2ccccc21	0.0	1334	i	31	15	705
COC(=O)Nc1nnc(-c2ccco2)s1	-0.1	1387	i	22	5	762
c1ccc2nc3c(cc2c1)CCCCC3	-1.3	1341	i	23	5	653
